# High-throughput results: PubChem BioAssay, National Center for Advancing Translational Sciences (NCATS)
# Eya2 inh: qHTS Assay for Inhibitors of the Phosphatase Activity of Eya2 | Protein phosphatase EYA2 (Homo sapiens), O00167 | recombinant Eya2, OMFP fluorescence dephosphorylation (OMFP is methylfluorescein phosphate) | Potency, µM (series often up to 76.9 µM), inactives show top-dose activity, negative = inhibition, actives largely listed as inhibitors | AID 488837, 2010 | actives 0.006% (n = 330,000); also: potency is read from the fitted curve at half-maximal effect; % is scaled to controls: 0 for no effect and ±100 for the full control effect
#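 Eya2 (0.2 uM) preincubated 10 min at ambient with compound, then OMFP substrate added at 50 uM; 10 min reaction in 50 mM HEPES pH 7.5, 50 mM NaCl, 5 uM MgCl2, 0.05% BSA, 1 mM DTT. Fluorescence read at Ex 485/Em 525 nm.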
# hERG WT inh: qHTS for Inhibitors of KCHN2 3.1: Wildtype qHTS. Voltage-gated inwardly rectifying potassium channel KCNH2 (Homo sapiens), Q12809. U2OS, BacMam KCNH2, thallium flux FluxOr; stronger effect = lower value. activity change, % at 1.84 µM. actives 0.37% (n = 340,000). AID 720551, 2013;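 active = maximum activity change below -70%; inconclusive = maximum activity change between -70% and -50%; inactive = maximum activity change above -50%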; also: % is scaled to controls: 0 for no effect and ±100 for the full control effect
#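 U2OS cells transduced with wild-type KCNH2 virus are loaded with FluxOr dye for 45 min, and thallium flux is measured in kinetic reads before and after stimulation buffer. Rate constants are normalized to DMSO controls.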
# USP2a block: qHTS Assay for Inhibitors of Ubiquitin-specific Protease USP2a Using CHOP2 as the Reporter. USP2 core, Ub-CHOP2 coupled fluorogenic reporter, 485/531. actives 0.01% (n = 330,000). Potency, µM (titrated, usually from 38.3 µM), inactives show top-dose activity change, negative = inhibition, hits mostly inhibitors;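 also: potency is read from the fitted curve at half-maximal effect; plate controls were DMSO wells for no effect and full inhibition by NEM control for full effect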
#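 Deubiquitinase activity read as fluorescence (485/531 nm) after Ub-CHOP2 cleavage activates the enterokinase reporter on its substrate; USP2 core 10nM, Ub-CHOP2 and substrate 25nM each, 30min compound preincubation then 60min RT; data normalized to NEM, curves fitted.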
# TCR act: Activators of T cell receptors: qHTS campaign | primary human leukocytes, anti-CD3, IL-2 HTRF, 48 h | 330,000 tested, under 10 active | Potency, µM (titrated, usually from 9.22 µM), for the others: at the top dose activation of IL-2 secretion, most hits filed as activators; also: % of control where 0% means no effect
#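 Human primary leukocytes + a-CD3 beads + cpd, 48 hr; IL-2 in supernatant by HTRF (ex 320nm / em 665nm). No co-stimulatory signal supplied.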
# TRPV1 ag: HTS Assay for Compounds that Act as Agonists of the Vanilloid Receptor 1; activation, % at 8.33 µM; TRPV1-expressing cells, Fluo-8 calcium influx, agonist mode; actives 0.19% (n = 320,000); in the data active = activation above about 80%; inconclusive = between about 30% and that limit; also: 0% is about no effect
# Target sequence (Q8NER1 whole entry, looked up): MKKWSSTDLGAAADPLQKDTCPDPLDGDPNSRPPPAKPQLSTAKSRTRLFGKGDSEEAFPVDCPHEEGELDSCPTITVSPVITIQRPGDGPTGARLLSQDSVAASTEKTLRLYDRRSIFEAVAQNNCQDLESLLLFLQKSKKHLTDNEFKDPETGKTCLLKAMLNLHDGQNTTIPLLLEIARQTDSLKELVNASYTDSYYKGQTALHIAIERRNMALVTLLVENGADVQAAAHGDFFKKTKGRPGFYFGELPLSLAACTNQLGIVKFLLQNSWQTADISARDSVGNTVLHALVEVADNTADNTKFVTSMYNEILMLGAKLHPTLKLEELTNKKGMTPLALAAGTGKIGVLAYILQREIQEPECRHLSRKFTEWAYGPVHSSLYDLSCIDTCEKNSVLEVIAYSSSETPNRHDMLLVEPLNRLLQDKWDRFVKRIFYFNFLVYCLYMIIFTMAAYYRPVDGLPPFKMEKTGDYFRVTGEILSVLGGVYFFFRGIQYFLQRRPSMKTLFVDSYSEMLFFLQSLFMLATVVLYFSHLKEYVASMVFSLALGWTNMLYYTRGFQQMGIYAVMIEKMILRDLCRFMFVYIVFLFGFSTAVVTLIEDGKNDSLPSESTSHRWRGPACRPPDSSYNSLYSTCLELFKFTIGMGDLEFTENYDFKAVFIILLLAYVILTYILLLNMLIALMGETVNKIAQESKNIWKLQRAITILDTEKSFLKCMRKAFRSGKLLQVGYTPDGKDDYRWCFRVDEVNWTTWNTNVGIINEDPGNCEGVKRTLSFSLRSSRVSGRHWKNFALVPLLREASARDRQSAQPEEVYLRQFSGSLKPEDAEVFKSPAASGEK
#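 TRPV1-expressing cells were cultured overnight at 35.5C and loaded with Fluo-8 calcium dye for 40 to 90 min at room temperature. After a 10 s baseline, compound was added and calcium influx was read kinetically for 3 min (ex 480/em 520 nm).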
# A-T KAP1 phos: qHTS Assay for Identifying a Potential Treatment of Ataxia-Telangiectasia | AID 485349, 2010 | […] A-T fibroblasts, KAP-1 phosphorylation AlphaLISA; neocarzinostatin DNA damage 30 min before lysis | Potency, µM (doses to about 57.5 µM), for inactives: top-dose activation, most hits filed as activators | actives 0.19% (n = 320,000); also: potency is read from the fitted curve at half-maximal effect; % of control where 0% means no effect; nearly all actives have a fitted effect of over 45% in size
#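 ATM-like activity read as KAP-1 phosphorylation via AlphaLISA donor/acceptor antibody pairs after lysis and 6 hr at 25C. Cells were ATM-null patient fibroblasts ([…], hTERT), dosed 60 min, then exposed to the DSB inducer NCS for 30 min.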
# ELG1 DNA repair: qHTS screen for small molecules that inhibit ELG1-dependent DNA repair in human embryonic kidney (HEK293T) cells expressing luciferase-tagged ELG1. HEK293T ELG1-luciferase reporter, luminescence, 16 h; DNA damage induced by 5-fluorouridine. Potency, µM (top dose mostly 46.1 µM), inactives show at the top dose activity change, negative = inhibition, usual class: inhibitors. actives 2.3% (n = 330,000). AID 504467, 2011; also: potency is read from the fitted curve at half-maximal effect; % is scaled to controls: 0 for no effect and ±100 for the full control effect; nearly all actives have a fitted effect of over 55% in size
#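 5-Fluorouridine DNA damage + compound/DMSO, 2,000 cells/well, 16 h, 37 °C/5% CO2. ONE-Glo, 30 min RT, luminescence. Readout = decrease in reporter signal.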
# TSHR antag: Antagonists of the Thyroid Stimulating Hormone Receptor: HTS campaign; TSHR-expressing cells, TSH-stimulated cAMP HTRF, 2 h; stronger effect = lower value; activity change, negative = inhibition, % at 11.5 µM; actives 0.2% (n = 330,000); AID 504810, 2011;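 active = activity change below a set negative limit, meaning inhibition stronger than a set level, cut at about -70% in these data; inconclusive = activity change between two set negative limits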; also: % is scaled to controls: 0 for no effect and ±100 for the full control effect
#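 Cell-based HTRF cAMP assay; TSHR cells + compound, TSH EC80 (4nM final), 2 h, 37 deg C. Lysis with anti-cAMP cryptate and cAMP-d2, 30 min RT, read 665/620 nm.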
# KCNH2 3.1 block: qHTS for Inhibitors of KCHN2 3.1: Mutant qHTS; actives 0.95% (n = 340,000); Potassium voltage-gated channel subfamily H member 2, brain isoform KCNH2 3.1 (human); U2OS KCNH2 3.1, thallium flux FluxOr; stronger effect = lower value; activity change, % (tested at about 1.8 µM); AID 720553, 2013;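 active = maximum activity change below -70%; inconclusive = maximum activity change from -70% to -50%; inactive = maximum activity change above -50%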;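 also: thallium influx rate constant from kinetic fluorescence after stimulation buffer; % is scaled to controls: 0 for no effect and ±100 for the full control effect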
#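 Measured as rate of thallium-driven FluxOr signal in transduced U2OS cells carrying the 3.1 channel, read kinetically for 2 min upon stimulation; values are rate constants scaled to DMSO control wells.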
# Mito fusion yeast: qHTS Assay for Small Molecule Inhibitors of Mitochondrial Division or Activators of Mitochondrial Fusion. Potency, µM (highest dose often 46.1 µM), for the others: top-dose growth rescue (activation), most hits filed as activators. S. cerevisiae fusion-defective mutant growth rescue, CellTiterGlo 48 h. AID 485298, 2010. actives 0.23% (n = 320,000);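 also: potency is read from the fitted curve at half-maximal effect; % of control where 0% means no effect; nearly all actives have a fitted effect of over 45% in size; temperature-sensitive fusion mutants such as fzo1-1 at 37 °C on non-fermentable ethanol glycerol medium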
#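 S. cerevisiae fusion-defective temperature-sensitive mutants (e.g. fzo1-1, mgm1-5) grown 48 h at 37C in YPEG (ethanol/glycerol non-fermentable) medium with 23 nl compound per well; growth rescue read as CellTiterGlo luminescence.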
# Numbers without * were called inactive; ? = inconclusive; . = not tested or not shown; [ ] = remark or other dose. Unless noted, calls follow the shape of the dose curve; as a rule, active = well fitted curve in the direction sought with a large enough effect; inconclusive = small, poorly fitted or top-dose-only effect, or another doubt; inactive = no such curve, though single readings can be large; an effect the other way counts as inactive or inconclusive.
SMILES,Eya2 inh,hERG WT inh,USP2a block,TCR act,TRPV1 ag,A-T KAP1 phos,ELG1 DNA repair,TSHR antag,KCNH2 3.1 block,Mito fusion yeast
COCCCNc1nc2c(c(=O)[nH]c(=O)n2C)n1CCCc1ccccc1,-10%,13,0%,-24%,-1,7%,?,0,19,4%
COC(=O)C1=C(C)C(c2ccc(OC)cc2)NC(=O)N1 (stereo not drawn),-11%,-9,0%,-4%,-2,-2%,?,0,6,11%
CCN(CC)C(=O)C(=O)N/N=C/c1ccc(C(=O)OC)cc1,-5%,0,2%,1%[46.1 µM],3,8%,14%,1,6,-7%
CN1C[C@@H]2C(c3ccccc3)C3(c4ccc(C#N)cc4)CC2(C3)[C@H]1c1ccccc1 (stereo partly drawn),5%,-45,-14%,0%,-2,-6%,-5%,36,-112*,-32%
O=C(c1ccc(S(=O)(=O)N2CCCCC2)cc1)N1CCN=C1SCc1cccnc1,0%,-6,-5%,-3%,6,3%,?,-5,-8,-4%
CCOC(=O)c1nnc2ccnn2c1N,17%,-27,3%,9%,-2,5%,7%,3,6,8%
O=C(O)c1cc(N/N=C/c2ccc3c(c2)OCO3)ccc1Cl,0%,-6,-1%,5%,0,0%,?,7,12,-5%
CCOC(=O)CSc1nnc(CNC(=O)c2ccccc2OC)n1-c1ccc(OC)cc1,0%,14,-3%,3%,23,-6%,3%,6,8,2%
Cc1cc(Cl)c(S(=O)(=O)N/N=C/c2ccc3c(c2)OCO3)c(Cl)c1,8%,-3,-2%,-5%,-2,-8%,?,16,4,-1%
O=C(CNC(=O)c1ccc(Br)cc1)NCC(=O)OCC(=O)c1ccccc1,-6%,11,5%,-2%,0,-7%,-5%,3,-7,-5%
CCCC(C)c1nnc(NC(=O)CCS(=O)(=O)Cc2ccccc2)s1 (stereo not drawn),0%,7,6%,2%,4,-1%,-4%,-2,-2,-5%
O=C(Nc1ccnc(-c2ccncc2)n1)c1ccc(F)cc1,11%,.,1%,-7%,-1,7%,16%,0,23,-4%
COc1ccccc1C(=O)Nc1ccnn1C1CCN(CC2CC=CCC2)CC1 (stereo not drawn),3%,24,0%,2%,3,-3%,?,7,-80*,-5%
Fc1ccc(NCc2nnc(SCc3nnc(-c4ccccc4)o3)n2Cc2ccccc2)cc1,-6%,8,-7%,6%,4,1%,16µM*,1,-7,4%
Cc1cc(-c2ccccc2)n(-c2ccccc2)n1,0%,-1,-4%,5%,9,5%,?,-8,-20,-10%
O=C(Cn1cnc2sc(-c3ccccc3)cc2c1=O)N1CCOCC1,-30%,-38,0%,10%,-1,1%,0%,3,-6,-8%
COc1ccc(-c2ccc(C#N)c(SCC(=O)Nc3sc4c(c3C#N)CCC4)n2)cc1,-5%,-11,4%,6%,2,5%,14%,19,-12,-5%
O=C(CSc1nnc(-c2ccc(C(F)(F)F)cn2)o1)Nc1ccccc1Cl,-4%,-5,2%,9%,3,1%,0%,1,-5,1%
CCC(=O)c1ccc(OCC(O)CN(C)C2CCCCC2)cc1 (stereo not drawn),-19%,6,0%,-5%,-6,4%,?,-3,-3,-3%
CCCCC(=O)Nc1ccc(S(=O)(=O)N2CCCCC2c2cccnc2)cc1 (stereo not drawn),0%,-23,1%,-2%,-2,-2%,-16%,-8,2,2%
O=C(Nc1cccc(NC(=O)c2ccc(Br)cc2)c1)c1ccccc1,-2%,11,1%,5%,11,1%,?,0,-8,-16%
CC(=O)N1CCN(c2ccc(NC(=O)c3cccc([N+](=O)[O-])c3)cc2)CC1,-3%,-5,4%,-2%,2,-3%,-18%,2,-4,-1%
COc1ccc(NC(=O)N2CCC(c3nc(-c4cccs4)no3)CC2)cc1,6%,-3,1%,9%,?,-3%,-4%,3,-25,13%
COc1ccc(O)c(C2=Nc3ccccc3N=C(c3cccs3)C2)c1,-11%,7,-1%,-4%[46.1 µM],2,-15%,-21%,24,3,19%
Cc1cc([N+](=O)[O-])nn1CC(=O)N1c2ccccc2CC1C (stereo not drawn),-13%,-11,3%,1%[46.1 µM],2,0%,10%,4,19,-1%

# A stretch of the results above:
SMILES,Eya2 inh,hERG WT inh,USP2a block,TCR act,TRPV1 ag,A-T KAP1 phos,ELG1 DNA repair,TSHR antag,KCNH2 3.1 block,Mito fusion yeast
COCCCNc1nc2c(c(=O)[nH]c(=O)n2C)n1CCCc1ccccc1,-10%,13,0%,-24%,-1,7%,?,0,19,4%
COC(=O)C1=C(C)C(c2ccc(OC)cc2)NC(=O)N1 (stereo not drawn),-11%,-9,0%,-4%,-2,-2%,?,0,6,11%
CCN(CC)C(=O)C(=O)N/N=C/c1ccc(C(=O)OC)cc1,-5%,0,2%,1%[46.1 µM],3,8%,14%,1,6,-7%
CN1C[C@@H]2C(c3ccccc3)C3(c4ccc(C#N)cc4)CC2(C3)[C@H]1c1ccccc1 (stereo partly drawn),5%,-45,-14%,0%,-2,-6%,-5%,36,-112*,-32%
O=C(c1ccc(S(=O)(=O)N2CCCCC2)cc1)N1CCN=C1SCc1cccnc1,0%,-6,-5%,-3%,6,3%,?,-5,-8,-4%
CCOC(=O)c1nnc2ccnn2c1N,17%,-27,3%,9%,-2,5%,7%,3,6,8%
O=C(O)c1cc(N/N=C/c2ccc3c(c2)OCO3)ccc1Cl,0%,-6,-1%,5%,0,0%,?,7,12,-5%
CCOC(=O)CSc1nnc(CNC(=O)c2ccccc2OC)n1-c1ccc(OC)cc1,0%,14,-3%,3%,23,-6%,3%,6,8,2%
Cc1cc(Cl)c(S(=O)(=O)N/N=C/c2ccc3c(c2)OCO3)c(Cl)c1,8%,-3,-2%,-5%,-2,-8%,?,16,4,-1%

# Later entries.
SMILES,Eya2 inh,hERG WT inh,USP2a block,TCR act,TRPV1 ag,A-T KAP1 phos,ELG1 DNA repair,TSHR antag,KCNH2 3.1 block,Mito fusion yeast
CC(C)C(=O)OCCN=C1NS(=O)(=O)c2ccccc21,16%,-5,4%,4%,2,.,6%,-4,-6,1%
C=CCNC(=S)N/N=C(\C)c1cccc(NC(C)=O)c1,6%,.,-4%,-2%,-1,1%,-2%,3,16,2%
COc1ccc(-c2nc(NC(=O)c3c(C)noc3C)sc2C)cc1,-13%,9,-1%,1%,0,-4%,-26%,-18,-5,13%
O=C(NC1CCCc2ccccc21)c1ccccc1 (stereo not drawn),-2%,-1,2%,16%[46.1 µM],16,-9%,-3%,2,-18,6%
O=C1CCC(C(=O)N(Cc2ccco2)C2(C(=O)NC3CCCC3)CCCCC2)N1 (stereo not drawn),8%,3,1%,-3%,-5,.,-1%,5,-21,-1%
c1cc2c(cc1-c1csc(NNC3=NCCCCC3)n1)OCCO2,-4%,0,0%,2%,1,-3%,?,-2,-10,-4%
CC[C@@H](C)C(C(=O)N1CCN(C(=O)OC(C)(C)C)CC1)n1cc(-c2cn([C@@H](C)C(=O)N3CCN(C(=O)OC(C)(C)C)CC3)nn2)nn1 (stereo partly drawn),-21%,7,1%,-1%,-1,5%,-5%,1,0,-3%
Cc1ccc(-n2c(C)cc3c2CCCC3=O)cc1,-32%,-15,2%,-1%,2,-2%,5%,-2,5,11%
Cc1ccc(S(=O)(=O)n2nccc2-c2c(-c3ccccc3)noc2C)cc1,-10%,0,3%,-3%,7,0%,?,-7,-2,2%

# Some of the compounds tested; the hit share may differ from the screen's.
